KOR beta-arrestin-1 – kappa opioid receptor activators – cell-based, luminescence, uHTS, primary screen (AID 1777). hit rate 0.02% among 280,000. activation, % at 10 µM; hits with a dose series show EC50 in µM. KOR beta-arrestin recruitment, luminescence; higher % means a stronger effect; in the data active means activation above about 50%, passing the limit was not always enough; further: a part of the inactive calls stands beside numbers as strong as those of hits
Myeloid diff 2 – myeloid differentiation induction; ER-HoxA9 myeloid progenitors, lysozyme-GFP differentiation, flow cytometry; calls only at 10 µM; hit rate 1% among 360,000;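 active means normalized GFP-positive differentiation at or above the plate's own cutoff, the solvent-only control mean plus 3 SD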;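 further: cells exposed to compound for four days before flow analysis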
NOD2 inhibition – NOD2 signaling inhibitors, cell-based, luminescence, uHTS, HEK293 (AID 1566). HEK293 NOD2/NF-kB luciferase reporter, luminescence; higher % means a stronger effect. inhibition, % at 4 µM; hits with a dose series show EC50 in µM. hit rate 0.63% among 290,000; further: many of its hits are not listed in these tables
HIV fusion peptide – inhibitors of HIV fusion peptide binding, primary screen, biochemical, uHTS, fluorescence dequenching (AID 1986); cell-free peptide binding, fluorescence dequenching, 30 min; higher % means a stronger effect; inhibition, % at 20 µM, or IC50 in µM where a hit was titrated; hit rate 0.3% among 290,000; in the data active means inhibition mostly above about 52%, no sharp cut-off; inactive means mostly below about 76%; further: some results filed as inactive read as strong as hits
NOD1 inhibition – NOD1 signaling inhibitors, primary screen, cell-based, luminescence, uHTS (AID 1578); inhibition, % at 4 µM; hits with a dose series show EC50 in µM; NOD1-driven NF-kB luciferase reporter cells, luminescence; higher % means a stronger effect; hit rate 1% among 290,000; in the data active means inhibition mostly above about 36%, no sharp cut-off; inactive means mostly below about 34%;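 further: HEK-293T reporter cells stimulated with the NOD1 agonist gamma-tri-DAP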
KOR beta-arrestin-2 – KOR antagonists, beta-arrestin recruitment, cell-based, luminescence, uHTS (AID 1778) | hit rate 0.091% among 290,000 | KOR beta-arrestin recruitment, luminescence, antagonist mode; higher % means a stronger effect | one-dose inhibition, % at 10 µM; IC50 in µM for titrated hits; further: strong numbers were not always called active
Salmonella PhoP GFP – inhibitors of PhoP regulon expression, primary screen, Salmonella Typhimurium, GFP reporter (AID 1863); S. Typhimurium PhoP-regulated promoter GFP reporter, 4 h; higher % means a stronger effect; one-dose inhibition, % at 50 µM; IC50 in µM for titrated hits; hit rate 0.16% among 300,000;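 active means inhibition over 29.93%, a cutoff 3 SD above the screen mean, later confirmed by dose response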;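 further: 0% = low Mg2+ inducing control and 100% = high Mg2+ repressing control; strong numbers were not always called active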
Siah-1 displacement – blockers of Siah-1 interaction with plectin peptide – biochemical, fluorescence polarization, rhodamine-plectin, uHTS, primary screen (AID 1817); Siah-1 / rhodamine-plectin peptide fluorescence polarization; higher % means a stronger effect; one-dose displacement, % at 20 µM; IC50 in µM for titrated hits; hit rate 0.02% among 290,000;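 active means displacement of at least 50% at 20 µM, with a fluorescence ratio check between 0.3 and a set limit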;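 further: plate controls were Siah plus tracer with DMSO for no effect and tracer alone without Siah for full effect; strong numbers were not always called active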
LYP inhibition – inhibitors of LYP phosphatase, biochemical, fluorescence intensity, uHTS (AID 1779); inhibition, % at 11.5 µM, or IC50 in µM where a hit was titrated; recombinant LYP phosphatase, fluorescence intensity; higher % means a stronger effect; hit rate 0.054% among 290,000;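 further: plate controls were vehicle with enzyme for no effect and no enzyme for full effect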
Myeloid diff 2 GFP+ MAC1+ % – second read-out of Myeloid diff 2, no call of its own (marks repeat the call); GFP+ MAC1+ double positive, %; measured here: differentiation confirmed by MAC1 staining
* hit, by the source's call; i = inactive; x = no result given; [ ] = remark or other dose. Unless noted, no stated cut-off is given here; in the data, active means inhibition above about 50%; inactive means the rest.

Below each compound – KOR beta-arrestin-1 | Myeloid diff 2 | Myeloid diff 2 GFP+ MAC1+ % | NOD2 inhibition | HIV fusion peptide | NOD1 inhibition | KOR beta-arrestin-2 | Salmonella PhoP GFP | Siah-1 displacement | LYP inhibition
1. COc1ccc(CNC2=CC(=O)CC(C)(C)C2)cc1
 : -6.2% | i | 1.2 | 12% | 4.1% | -2% | 2% | 17% | 1% | -1%
2. CC1CCC(C(=O)NC(C(=O)N2CCc3ccccc3C2)C(C)C)CC1 (stereo not given)
 : 2.3% | i | 1.0 | -3% | -0.5% | 10% | -21% | 2% | 1% | -11%
3. COc1ccc(NC(=O)c2cc3ccccc3oc2=O)c(OC)c1
 : 2.4% | i | 0.7 | 19% | 1.2% | 53% | -32%[20 µM] | -2% | -10% | -5%
4. CS/C(=N\NC(N)=O)c1ccccc1
 : 0.7% | i | 0.4 | 6% | -1.6% | -20% | 2% | 25% | 1% | -7%
5. COc1ccc(NCc2nnc(SCC(=O)Nc3ccc(OC)cc3OC)o2)cc1
 : 2.9% | i | 0.7 | -9% | 0.0% | -30% | -11%[20 µM] | 6% | 1% | 0%
6. CC(C)(C)NC(=O)C(c1ccc(F)cc1)N(Cc1cccs1)C(=O)c1ccc(CN2CCOCC2)o1 (stereo not given)
 : x | i | 0.2 | 17% | 0.3% | -33% | -24%[20 µM] | x | -2% | 3%
7. Cc1cccc(C)c1Nc1c(-c2ccsc2)nc2ncccn12
 : 6.4% | i | 0.3 | 2% | 3.5% | 7% | 11% | 3% | -1% | 3%
8. CC1Cc2nc(SCC(=O)N3CCCC3)n(C)c(=O)c2S1 (stereo not given)
 : 0.8% | i | 1.4 | 12% | -3.3% | x | 14% | 3% | 4% | 5%
9. CC1CCc2c(sc(NS(=O)(=O)c3ccccc3)c2C(=O)OC(C)C)C1 (stereo not given)
 : -0.9% | i | 0.9 | 10% | 17% | -26% | 35% | -15% | 6% | -3%
10. CC1c2ccsc2CCN1S(=O)(=O)c1cccs1 (stereo not given)
 : 0.1% | i | 0.5 | -8% | -1.0% | -3% | 15% | -5% | 17% | -6%

Reformatted: 8 of the compounds above.
#1 COc1ccc(CNC2=CC(=O)CC(C)(C)C2)cc1
#2 CC1CCC(C(=O)NC(C(=O)N2CCc3ccccc3C2)C(C)C)CC1 (stereo not given)
#3 COc1ccc(NC(=O)c2cc3ccccc3oc2=O)c(OC)c1
#4 CS/C(=N\NC(N)=O)c1ccccc1
#5 COc1ccc(NCc2nnc(SCC(=O)Nc3ccc(OC)cc3OC)o2)cc1
#6 CC(C)(C)NC(=O)C(c1ccc(F)cc1)N(Cc1cccs1)C(=O)c1ccc(CN2CCOCC2)o1 (stereo not given)
#7 Cc1cccc(C)c1Nc1c(-c2ccsc2)nc2ncccn12

Assay by compound	1	2	3	4	5	6	7
KOR beta-arrestin-1	-6.2%	2.3%	2.4%	0.7%	2.9%	x	6.4%
Myeloid diff 2	i	i	i	i	i	i	i
Myeloid diff 2 GFP+ MAC1+ %	1.2	1.0	0.7	0.4	0.7	0.2	0.3
NOD2 inhibition	12%	-3%	19%	6%	-9%	17%	2%
HIV fusion peptide	4.1%	-0.5%	1.2%	-1.6%	0.0%	0.3%	3.5%
NOD1 inhibition	-2%	10%	53%	-20%	-30%	-33%	7%
KOR beta-arrestin-2	2%	-21%	-32%[20 µM]	2%	-11%[20 µM]	-24%[20 µM]	11%
Salmonella PhoP GFP	17%	2%	-2%	25%	6%	x	3%
Siah-1 displacement	1%	1%	-10%	1%	1%	-2%	-1%
LYP inhibition	-1%	-11%	-5%	-7%	0%	3%	3%

#8 CC1Cc2nc(SCC(=O)N3CCCC3)n(C)c(=O)c2S1 (stereo not given)

Assay by compound	8
KOR beta-arrestin-1	0.8%
Myeloid diff 2	i
Myeloid diff 2 GFP+ MAC1+ %	1.4
NOD2 inhibition	12%
HIV fusion peptide	-3.3%
NOD1 inhibition	x
KOR beta-arrestin-2	14%
Salmonella PhoP GFP	3%
Siah-1 displacement	4%
LYP inhibition	5%

Carrying on:
Below each compound – KOR beta-arrestin-1 | Myeloid diff 2 | Myeloid diff 2 GFP+ MAC1+ % | NOD2 inhibition | HIV fusion peptide | NOD1 inhibition | KOR beta-arrestin-2 | Salmonella PhoP GFP | Siah-1 displacement | LYP inhibition
11. COc1ccc(C(C)=O)cc1COC(=O)c1cccc(N(C)C)c1
 : x | i | 0.5 | 15% | 2.1% | 28% | -17% | 3% | 4% | 9%
12. O=C(Nc1ccccc1)OCC1CCCN2CCCCC12 (stereo not given)
 : 2.1% | i | 0.6 | -19% | -0.1% | -4% | -30% | 10% | -7% | -10%
13. O=C(O)c1cc(CN2CCOCC2)oc1-c1ccccc1
 : 1.4% | i | 0.5 | -5% | 4.5% | -20% | 20% | 7% | 2% | -3%
14. CC(CCN1CCC(n2nccc2NC(=O)c2ccccc2Cl)CC1)c1ccccc1 (stereo not given)
 : -6.9% | i | 0.7 | -19% | -2.0% | 13% | 51% | -3% | -5% | -4%
15. COC(=O)C1=CNC=C(C(=O)OC)C1c1cccc(OC)c1
 : -3.1% | i | 0.2 | 8% | -1.9% | -21% | 20% | -10% | 5% | -33%
16. CCC(C)NC(=O)CC(c1ccccc1)c1cc(C)ccc1O (stereo not given)
 : -0.6% | i | 0.5 | -3% | 0.3% | -26% | 1%[20 µM] | 4% | 1% | 0%
17. CC(Cc1c[nH]c2ccccc12)NC(=O)C1CCCNC1=O (stereo not given)
 : -6.4% | i | 7.9 | 13% | -1.7% | -7% | 6% | 2% | 4% | -6%
18. CN(C)c1nc(N)nc(CSc2n[nH]c(-c3ccccc3)n2)n1
 : 0.2% | i | 1.0 | 12% | -2.0% | -11% | 18% | 0% | -5% | -9%
19. Cc1ccc(S(=O)(=O)N(C)C)cc1NC(=S)NCCc1ccccn1
 : -4.4% | i | 2.3 | 20% | -2.3% | -22% | -6% | 6% | -1% | -8%
20. O=C(NCc1ccccc1Cl)c1ccc[nH]1
 : -4.4% | i | 0.4 | 15% | 0.4% | -33% | 20%[20 µM] | 11% | 2% | -13%
21. O=S(=O)(c1ccc(OCC(O)CNCc2ccco2)c(Cl)c1)N1CCOCC1 (stereo not given)
 : -6.1% | i | 0.4 | 2% | -2.3% | 3% | 19% | -6% | -9% | -7%
22. O=C(NC1CCCCC1)c1ccc(CNc2ccccc2)o1
 : -0.1% | i | 1.0 | 5% | -3.0% | -29% | -11% | 1% | 7% | 0%
23. c1ccc(-n2cnc3cc(NCc4ccccn4)ccc32)cc1
 : 1.2% | i | 3.1 | -37% | -1.2% | -22% | 28% | 33% | 3% | -10%
24. Cc1cc(NC(=O)c2oc3ccccc3c2C)ccc1-n1cnnn1
 : 0.4% | i | 1.0 | 3% | 0.2% | -6% | 27% | 4% | 3% | -4%
25. COc1ccc(Cl)cc1NC(=O)CSc1nnc(Cn2c(=O)sc3ccccc32)n1C
 : 0.2% | i | 2.6 | 6% | 0.1% | -11% | 32% | -13% | 8% | -2%
26. CCc1ccc(NC(=O)COC(=O)c2ccc(Cl)c(S(=O)(=O)N3CCCCCC3)c2)cc1
 : 3.2% | i | 0.3 | 10% | -0.3% | -23% | -30% | 10% | 4% | 6%
27. Cc1nnc(NC(=O)CSc2ncn(-c3ccccc3)n2)s1
 : -2.6% | i | 0.1 | 10% | -1.3% | -33% | 2% | -9% | -1% | -3%
28. Cc1ccccc1N1CCN(S(=O)(=O)c2ccccc2)CC1
 : 8.9% | i | 0.5 | 6% | 1.0% | -19% | 30% | 3% | 10% | -3%
29. CCN(CC1CCCN(CCc2cccc(OC)c2)C1)C(=O)c1ccoc1C (stereo not given)
 : 2.5% | i | 0.8 | 4% | 2.1% | -19% | -9% | 2% | 13% | -11%
30. C=CCSc1nnc(-c2ccccc2NC(C)=O)c(=O)[nH]1
 : 2.4% | i | 0.5 | 14% | -2.6% | -4% | 21% | -8% | -5% | -3%
31. O=C1NN(c2ccccc2)C(=O)/C1=C/c1cccs1
 : 0.6% | x | x | 2% | 15% | 3% | 10% | 2% | 6% | 7%
32. Cc1cc2cc(CCNC(=O)c3ccc(S(=O)(=O)N4CCCC4)cc3)c(=O)[nH]c2cc1C
 : 6.7% | i | 0.5 | 14% | -0.6% | -4% | -15% | -8% | -2% | 5%
33. CC(NS(=O)(=O)c1ccc(Cl)cc1)C(=O)NCCC1=CCCCC1 (stereo not given)
 : -0.4% | i | 0.3 | -2% | -0.3% | -40% | -7% | -9% | 14% | -9%
34. O=S(=O)(NC1c2cccc3cccc(c23)C1N1CCNCC1)c1ccc(Cl)cc1 (stereo not given)
 : x | i | 0.7 | -10% | 0.7% | -46% | -120%[20 µM] | 8% | -2% | -5%
35. CC1(C(=O)O)COC(c2ccc(Cl)cc2)OC1 (stereo not given)
 : -2.7% | i | 0.1 | 0% | 2.3% | 2% | 4% | -3% | 0% | -4%
36. CC(=O)Nc1ccc(C(=O)N/N=C(\C)CC(=O)Nc2ccc(OCc3ccccc3)cc2)cc1
 : 2.1% | i | 0.2 | -7% | -2.3% | -31% | 20% | 9% | 3% | -4%
37. CCOc1ccc(-c2nnc(SCc3nc4ccccc4[nH]3)n2N)cc1
 : -1.3% | i | 2.9 | -1% | -2.4% | -28% | 41% | 17% | -6% | -5%
38. O=C(O)CN1C(=O)/C(=C\c2ccccc2OCc2ccc(Cl)cc2)SC1=S
 : -2.8% | i | 0.1 | 13% | 46% | 6% | -8% | -5% | 2% | 0%
39. CC(=O)c1ccc(Nc2cc(C)nc3nc(C)nn23)cc1
 : 2.9% | i | 2.3 | -15% | 3.4% | -21% | 4% | -5% | -3% | 6%
40. COC(=O)c1cc(S(=O)(=O)NCc2cc(OC)c(OC)c(OC)c2)cn1C
 : -4.3% | i | 0.9 | 15% | -1.6% | -1% | 9% | -4% | 1% | -7%
41. Cn1nc([N+](=O)[O-])nc1S(C)(=O)=O
 : -0.6% | x | x | 20% | -1.5% | -7% | 14% | -2% | 5% | -2%
42. CC(C)N(Cc1nccn1C)C(=O)c1ccc(OC2CCN(C(=O)C3CC3)CC2)cc1
 : -2.3% | i | 0.3 | -6% | -0.6% | -30% | -30% | 2% | -2% | -12%
43. O=C(CCN1C(=O)/C(=C\c2cccc(Br)c2)SC1=S)NCCCN1CCOCC1
 : 6.1% | i | 3.8 | 15% | 1.1% | 3% | -62% | 0% | 2% | -12%
44. CCO[C@@H]1OC(C(=O)NCc2nc3ccccc3[nH]2)=C[C@H](C2CC2)[C@H]1CCCO
 : 0.1% | i | 1.5 | -48% | 0.5% | 11% | -43% | 5% | 2% | -10%
45. O=c1[nH]c(CSc2nc(-c3ccccc3)cs2)nc2ccccc12
 : 20% | i | 0.5 | 9% | 0.1% | -14% | 14% | -3% | 0% | 1%
46. Cc1nc2ccc(NC(=O)COc3ccccc3F)cc2s1
 : -6.1% | i | 0.3 | -26% | -2.4% | -30% | -6% | -5% | -9% | -1%
47. N#CCSCC(=O)Nc1ccc(Br)cc1
 : -1.8% | i | 6.4 | 0% | -0.3% | -9% | 14% | 23% | 0% | -4%
48. Cc1nc2ccc(NC(=S)NCCCO)cc2nc1C
 : x | i | 0.8 | -26% | 0.0% | -21% | -17%[20 µM] | 8% | 2% | -9%
49. Cc1ccc(-c2nc3ccccc3c(=O)n2NC(=S)N(C)C)cc1
 : -0.9% | i | 0.2 | 20% | 1.3% | -5% | -17% | -12% | 6% | 8%

Screening data as filed in PubChem.

An excerpt; rates above refer to the full screens.
